# Assay outcomes: PubChem BioAssay, National Center for Advancing Translational Sciences (NCATS)
# PTAP TSG101 blk – blocks PTAP/TSG101 interaction to inhibit HIV-1 budding | 340,000 tested, under 10 active | Potency, µM (top dose mostly 115 µM), for the others: at the highest dose activity change, negative = inhibition, hits mostly inhibitors | Fluorescence polarization, FITC-PTAP peptide / Tsg101 binding | Q99816; active = well fitted inhibition curve with a large enough effect in the main read-out, with a control signal flat, not every such curve was filed as active; inconclusive = small, poorly fitted or top-dose-only effect, or effect the other way, or a change in a side signal; inactive = no such curve, though single readings can be large or run the other way; note: potency is the fitted concentration of half-maximal effect; % of control where 0% means no effect
# Target sequence (Q99816 whole entry, looked up): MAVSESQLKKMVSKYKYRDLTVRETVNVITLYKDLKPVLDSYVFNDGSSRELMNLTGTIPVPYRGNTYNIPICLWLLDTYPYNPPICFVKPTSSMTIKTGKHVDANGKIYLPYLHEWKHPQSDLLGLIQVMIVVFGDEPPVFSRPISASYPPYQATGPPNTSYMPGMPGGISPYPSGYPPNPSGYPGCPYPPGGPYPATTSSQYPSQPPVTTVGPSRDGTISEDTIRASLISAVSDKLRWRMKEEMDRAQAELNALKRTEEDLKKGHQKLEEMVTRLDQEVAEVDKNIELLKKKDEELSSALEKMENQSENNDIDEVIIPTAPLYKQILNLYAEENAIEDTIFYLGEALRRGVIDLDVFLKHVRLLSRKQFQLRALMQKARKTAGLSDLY
#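 Fluorescence anisotropy tracks displacement of a FITC-tagged PTAP peptide (50 nM) from the Tsg101 binding domain (10 uM), following a 20 min room-temperature incubation at pH 7.5.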
# B2AR arrestin – recruits beta-arrestin to the human beta2-adrenergic receptor; beta-arrestin recruitment to beta2AR, cell-based reporter; 330,000 compounds, 0.02% hits; P07550; Potency, µM (highest dose often 46.1 µM), inactives show at the top dose activation, actives largely listed as activators;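 note: potency is the fitted concentration of half-maximal effect; 0% = DMSO controls and full agonism = EC100 isoproterenol or metaproterenol; nearly all actives have a fitted effect of over 65% in size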
# Target sequence (P07550 whole entry, looked up): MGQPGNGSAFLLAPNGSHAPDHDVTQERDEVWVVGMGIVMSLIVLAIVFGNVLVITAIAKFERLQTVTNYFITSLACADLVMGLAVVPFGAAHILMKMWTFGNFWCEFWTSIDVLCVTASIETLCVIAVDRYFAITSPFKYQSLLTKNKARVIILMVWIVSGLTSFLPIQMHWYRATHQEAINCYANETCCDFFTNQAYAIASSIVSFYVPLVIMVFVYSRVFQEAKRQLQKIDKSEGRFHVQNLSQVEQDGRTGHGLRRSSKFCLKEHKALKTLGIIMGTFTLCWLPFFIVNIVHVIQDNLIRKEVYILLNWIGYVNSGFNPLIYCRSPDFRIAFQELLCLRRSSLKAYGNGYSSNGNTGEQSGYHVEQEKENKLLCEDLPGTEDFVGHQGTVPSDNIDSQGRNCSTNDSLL
# ELG1 repair inh – blocks ELG1-dependent DNA repair in HEK293T cells; Potency, µM (top dose mostly 46.1 µM), without a hit: at the highest dose activity change, negative = inhibition, most hits filed as inhibitors; 330,000 compounds, 2.3% hits; HEK293T ELG1-luciferase reporter, luminescence, 16 h; DNA damage induced by 5-fluorouridine; AID 504467; note: potency is the fitted concentration of half-maximal effect; % is set by controls: 0 for no effect and ±100 for the full control effect; nearly all actives have a fitted effect of over 55% in size
#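 DMSO vehicle served as the neutral condition. Each well held 2,000 cells given 5-fluorouridine plus compound; after 16 hr at 37 °C/5% CO2, ONE-Glo was added and luciferase measured 30 min later.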
# Tb PFK block – blocks T. brucei phosphofructokinase; T. brucei PFK, ADP-Glo luminescence; O15648; Potency, µM (titrated, usually from 57.5 µM), without a hit: at the top dose activity, negative = inhibition, actives largely listed as inhibitors; 330,000 compounds, 0.17% hits;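 note: potency is the fitted concentration of half-maximal effect; 0% = uninhibited 1x PFK enzyme wells and -100% = no-enzyme wells; nearly all actives have a fitted effect of over 60% in size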
#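 1.25 nM PFK with 0.5 mM F6P and 0.1 mM ATP in 0.1 M TEA pH 8.0, 5 mM MgCl2, incubated 45 min at room temperature; ADP measured by ADP-Glo luminescence; compounds titrated up to 57 uM.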
# Mito fusion act – mitochondrial division inhibition or fusion activation | Potency, µM (titrated, usually from 46.1 µM), without a hit: at the highest dose growth rescue (activation), usual class: activators | S. cerevisiae fusion-defective mutant growth rescue, CellTiterGlo 48 h | 320,000 compounds, 0.23% hits;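 note: potency is the fitted concentration of half-maximal effect; % of control where 0% means no effect; nearly all actives have a fitted effect of over 45% in size; temperature-sensitive fusion mutants such as fzo1-1 at 37 °C on non-fermentable ethanol glycerol medium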
#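 Luminescent cell viability in 1536-well qHTS format served as the measure of rescued growth in ts fusion-mutant S. cerevisiae cultured on non-fermentable YPEG for 48 hours at 37C.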
# USP2a inh – inhibitors of human ubiquitin-specific protease USP2a. 330,000 compounds, 0.01% hits. Potency, µM (top dose mostly 38.3 µM), without a hit: at the top dose activity change, negative = inhibition, hits mostly inhibitors. AID 463254. USP2 core, Ub-CHOP2 coupled fluorogenic reporter, 485/531;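 note: potency is the fitted concentration of half-maximal effect; plate controls were DMSO wells for no effect and full inhibition by NEM control for full effect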
#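 Cell-free coupled assay: 10nM USP2 core preincubated 30min RT with compound in Tris-HCl pH 8.0/CaCl2/CHAPS buffer, then 25nM Ub-CHOP2 and 25nM reporter substrate; fluorescence (Ex 485/Em 531) read after 60min RT, normalized to NEM inhibition, concentration-response curves fitted.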
# TSHR antagonist – antagonists of human thyroid stimulating hormone receptor; P16473; 330,000 compounds, 0.2% hits; AID 504810; activity change, negative = inhibition, % at 11.5 µM; TSHR-expressing cells, TSH-stimulated cAMP HTRF, 2 h; active compounds read low;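 active = activity change below a set negative limit, meaning inhibition stronger than a set level, cut at about -70% in these data; inconclusive = activity change between two set negative limits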; note: % is set by controls: 0 for no effect and ±100 for the full control effect
#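 Competitive HTRF cAMP read-out (cryptate anti-cAMP antibody, cAMP-d2; 30 min, room temperature) in freshly harvested TSHR cells. Compounds added before TSH at EC80 (4nM final), followed by 2 hours' incubation at 37 deg C.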
# uPA generation – inhibitors of cell surface uPA generation | cell surface uPA generation assay, qHTS | Potency, µM (top dose mostly 38.3 µM), inactives show top-dose activity change, negative = inhibition, actives largely listed as inhibitors | 330,000 compounds, 0.31% hits; active = well fitted inhibition curve with a large enough effect; inconclusive = small, poorly fitted or top-dose-only effect; inactive = no such curve, though single readings can be large or run the other way; tested in mouse RAW 264.7 cells; note: potency is the fitted concentration of half-maximal effect; % is set by controls: 0 for no effect and ±100 for the full control effect; nearly all actives have a fitted effect of over 55% in size
# Eya2 phos inh – Eya2 (human) phosphatase inhibition; Potency, µM (doses to about 76.9 µM), for the others: top-dose activity, negative = inhibition, hits mostly inhibitors; recombinant Eya2, OMFP fluorescence dephosphorylation (OMFP is methylfluorescein phosphate); 330,000 compounds, 0.006% hits; AID 488837; note: potency is the fitted concentration of half-maximal effect; % is set by controls: 0 for no effect and ±100 for the full control effect
#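 Eya2 protein (added as 0.2 uM solution) was preincubated with compound for 10 min at ambient temperature in 50 mM HEPES pH 7.5, 50 mM NaCl, 5 uM MgCl2, 0.05% BSA, 1 mM DTT. OMFP (added at 50 uM) then reacted 10 min; fluorescence read at 485/525 nm.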
# Chronic BCR inh – inhibitors of chronic active B-cell receptor signaling | 340,000 compounds, 0.05% hits | AID 493014 | Potency, µM (titrated, usually from 46.1 µM), inactives show at the highest dose ratio change, negative = lower green/red ratio, hits mostly inhibitors | ABC-DLBCL IkBa-CBG/CBR reporter, luminescence ratio, 4 h; active = well fitted inhibition curve with a large enough effect in the signal ratio, with a control signal flat, not every such curve was filed as active; inconclusive = small, poorly fitted or top-dose-only effect, or effect the other way, or a change in a side signal; the % refers to the signal ratio;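 note: potency is the fitted concentration of half-maximal effect; plate controls were basal doxycycline-induced cells for no effect and cells given 10 µM MG132 for full effect; MG132 reads +100%, hits lower the ratio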
#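 Concentration-response series (up to 46 uM) were applied to TMD8 dual-reporter cells for 4 h at 37C with doxycycline. Green/red ratio, after filter-overlap correction, defined %Activity; red signal alone was normalised to basal cells and zero luminescence.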
# TCR activator – T cell receptor activation. Potency, µM (titrated, usually from 9.22 µM), inactives show at the highest dose activation of IL-2 secretion, most hits filed as activators. 330,000 tested, under 10 active. AID 504894. primary human leukocytes, anti-CD3, IL-2 HTRF, 48 h; note: % of control where 0% means no effect
#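 Using a-CD3 beads without co-stimulation, primary human leukocytes were exposed to compounds for 48 hr. An HTRF IL-2 kit measured the cytokine, with europium-to-d2 energy transfer producing emission at 665nm upon 320nm excitation.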
# The depositor's hits bear a star; ? = inconclusive; / = no result given; [ ] = remark or other dose. Unless noted, calls come from the whole dose curve; as a rule, active = well fitted curve in the direction sought with a large enough effect; inconclusive = small, poorly fitted or top-dose-only effect, or another doubt; inactive = no such curve, though single readings can be large; an effect the other way counts as inactive or inconclusive. The order is random. About 3% of those tested had a hit in this group.
SMILES,PTAP TSG101 blk,B2AR arrestin,ELG1 repair inh,Tb PFK block,Mito fusion act,USP2a inh,TSHR antagonist,uPA generation,Eya2 phos inh,Chronic BCR inh,TCR activator
CCC1=Nc2cc(C(=O)N3CCCCC3)ccc2Sc2ccc(C)cc21,-1%,0.0%,14%,0%,12%,3%,14,4%,5%,0%,-3%
Cc1ccc(S(=O)(=O)c2c(C)nn(C(C)(C)C)c2OC(=O)C(C)C)cc1,1%,0.1%,-20%,-1%,0%,-1%,-13,?,3%,10%,5%
CCC(Sc1nc2c(c(=O)[nH]1)CCC2)C(=O)Nc1cccc(OC)c1 (configuration not stated),0%,0.1%,-8%,-1%,-1%,-1%,-8,/,1%,7%,7%
Cc1occc1-c1nnc(SCC(=O)Nc2nc(-c3ccccc3)cs2)o1,-5%,0.5%,?,2%,2%,0%,-3,10%,-1%,?,/
CCCCCCn1cnc2c(c1=O)c1nc3ccccc3nc1n2/N=C/c1ccco1,34%[activator],-1.0%,15µM*,5%,6%,-13%,29,7%,5%,?,1%
O=C(Cc1ccccc1[N+](=O)[O-])Nc1nccs1,-7%,-0.3%,-8%,1%,-1%,-12%,4,2%,6%,-12%,-10%
CCCc1[nH]nc2c1C(c1cccc(OC(=O)c3ccco3)c1)C(C#N)=C(N)O2 (configuration not stated),-6%,-0.2%,-2%,0%,-1%,1%,-7,-1%,13%,2%,0%
CC1(C)NC(=O)N(CC(O)CN(c2ccccc2)S(=O)(=O)c2ccccc2[N+](=O)[O-])C1=O (configuration not stated),-4%,0.1%,2%,2%,-1%,2%,0,9%,-16%,?,3%
COC(=O)c1ccccc1NC(=S)NC(=O)c1ccccc1C,/,0.0%,18%,-15%,-2%,2%,4,-27%,15%,?,/
COc1ccc(-c2nc(CCNC(=O)c3ccc(Br)o3)cs2)cc1,-3%,0.4%,?,0%,11%,0%,-13,-5%,-36%,?,2%
COC(=O)c1ccc(CSc2nnc(Nc3ccc(C)cc3)s2)o1,-5%,0.0%,-13%,3%,-5%,0%,9,1%,-6%,?,10%
CCCN(C(=O)COC(=O)CCOc1ccccc1)c1c(N)n(Cc2ccccc2)c(=O)[nH]c1=O,6%,0.1%,6%,-6%,-1%,1%,4,-1%,-15%,-2%,5%
COc1ccc2[nH]cc(CCNC(=O)COc3cc(C)cc4oc(=O)cc(C)c34)c2c1,-1%,-0.5%,?,1%,2%,-2%,-18,17%,-5%,-2%,4%
Cc1cc(CNC(=O)COc2ccccc2F)c2ccccc2n1,-4%,0.0%,-9%,-14%,0%,5%,12,-11%,-8%,?,4%
Cc1nc(C)c(-c2ccc(SCC(=O)Nc3ccccc3)nn2)s1,-1%,0.5%,?,1%,-1%,-1%,-4,-7%,-8%,-12%,-3%
CC(C)c1ccc(NC(=O)c2ccc(NS(C)(=O)=O)cc2)cc1,-1%,-0.2%,-12%,-1%,-5%,1%,-1,-3%,?,?,0%
Cc1ccc2nc(SCC(=O)NCc3ccccc3)nc(=O)n2c1,-5%,0.1%,?,2%,-1%,2%,7,-6%,-25%,4%,-7%
O=C(N/N=C/c1ccncc1)c1ccc(NC(=O)c2ccc(Cl)cc2)cc1,-4%,0.6%,?,-1%,2%,6%,-7,4%,1%,7%,/
NC(=O)C1CCN(C(=O)CCc2nc3ccccc3c(=O)[nH]2)CC1,3%,-0.1%,-2%,-10%,-1%,2%,7,/,?,-5%,/
Cc1cccc(N(C(=O)c2csnn2)C(C(=O)NC2CCCCC2)c2ccncc2)c1 (configuration not stated),0%,-0.9%,15%,0%,10%,1%,28,4%,-12%,-15%,-3%
COc1ccccc1NC(=O)C1=C(C)NC2=C(C(=O)CCC2)C1c1ccc(C)o1 (configuration not stated),-5%,0.1%,-10%,-3%,-2%,0%,-3,7%,21%,5%,-3%
CCOC(=O)C(=CNc1ccc(Oc2cccnc2)nc1)C(=O)OCC,-1%,-0.9%,-6%,1%,-10%,2%,-5,11%,-40%,?,2%
COc1ccccc1CN1CCCC(CNC(=O)c2cccc3ccccc23)C1 (configuration not stated),0%,0.4%,0%,2%,-2%,-1%,16,-3%,-1%,-1%,/
Fc1ccccc1NC(=S)NCc1ccc2c(c1)OCO2,-3%,-1.0%,7%,5%,-4%,9%,1,6%,2%,?,0%[46.1 µM]
CCOCCn1c(=NC(=O)c2ccc(S(=O)(=O)N3CCOCC3)cc2)sc2cc(S(N)(=O)=O)ccc21,?,-0.3%,18µM*,2%,-2%,3%,-6,-9%,-1%,-1%,0%
COc1ccc(-n2nc(C(=O)NCC(=O)NCc3ccc(F)cc3)c3ccccc3c2=O)cc1OC,1%,-0.1%,-16%,-1%,-3%,-1%,1,-4%,-19%,2%,3%
C=CCn1c(COc2ccc(OC)cc2)nnc1SC(C)C(=O)NC1CC1 (configuration not stated),-1%,-1.1%,12%,0%,-1%,1%,10,13%,-5%,1%,/
COc1ccccc1-n1cnnc1SCC(=O)c1cc(C)n(Cc2cccs2)c1C,-10%,-0.4%,10%,-2%,-4%,-11%,23,-6%,-9%,-13%,9%
COc1ccc(S(=O)(=O)NCc2ccco2)cc1NC(=O)c1ccccc1,-2%,5.3%,-9%,-3%,6%,0%,-20,-8%,1%,?,3%
O=c1[nH]c(C2CCN(S(=O)(=O)c3ccccc3F)CC2)nc2c1nnn2Cc1ccc(F)cc1,-2%,0.3%,-11%,3%,5%,-1%,-4,/,-7%,?,2%
CCCCN1Cc2cc(C(=O)c3cc(OC)ccc3O)cnc2NC1=O,-4%,-0.1%,5%,-4%,6%,1%,2,-1%,7%,?,-10%
O=C(COc1cccnc1[N+](=O)[O-])Nc1ccc(S(=O)(=O)N2CCOCC2)cc1,2%,-0.2%,6%,-1%,2%,-1%,-2,-2%,15%,-13%,1%
Nc1c(C(=O)CSc2nncn2-c2ccccc2)c(=O)[nH]c(=O)n1C1CC1,-7%,0.0%,19%,-4%,0%,1%,-6,-3%,14%,?,0%
NC12CCc3c(no[n+]3[O-])C1(O)CC(c1ccccc1)=[N+]2[O-] (configuration not stated),-5%,0.1%,13%,-25%,-1%,2%,27,3%,15%,19%,/
O=C(c1cc(F)c(F)cc1Cl)N1CCN(c2ccc([N+](=O)[O-])c3ncccc23)CC1,-2%,-0.3%,?,1%,0%,0%,-2,-8%,3%,0%,2%[46.1 µM]
CCOc1ccccc1NC(=O)NCc1ccc2c(c1)OCO2,1%,-1.0%,3%,3%,1%,1%,13,-4%,3%,-6%,2%
C[C@H](CO)N1C[C@H](C)[C@@H](CN(C)CC2CC2)Oc2c(NS(=O)(=O)c3ccc(F)cc3)cccc2C1=O,-3%,-0.4%,-3%,0%,/,0%,19,0%,-16%,4%,-2%
Cc1ccsc1CN1CC(=O)N(c2c(C)cccc2C)C1=S,0%,-0.1%,?,-5%,5%,-10%,-8,8%,-8%,-16%,0%
C/C(=N\NC(=O)Cc1ccc(Cl)c(Cl)c1)c1cccnc1,0%,-0.3%,-21%,19µM*,1%,0%,16,-3%,7%,0%,8%
CCCCNC(=O)c1ccc(NS(=O)(=O)c2ccccc2)cc1,1%,-0.2%,0%,-1%,0%,0%,1,-1%,6%,7%,5%
CCOC(=O)N1CCN(C(=O)COc2ccc(Cl)cc2C)CC1,-7%,0.0%,16%,-4%,1%,4%,0,0%,-6%,-20%,0%
COC1=C/C(=C/c2c(N)n3nc(-c4ccc(C)cc4)sc3nc2=O)C=CC1=O,-5%,0.4%,?,-12%,2%,17%,-9,-2%,6%,?,0%
COCCNC(=O)c1c[nH]c2ccc(OC)cc2c1=O,-3%,-0.7%,8%,-10%,0%,3%,13,0%,-5%,?,/
CNC(=O)NC(=O)COC(=O)c1ccc(-n2c(C)ccc2C)cc1,-5%,-1.5%,?,-3%,-10%,0%,6,-9%,1%,-2%,5%[46.1 µM]
O=C(Cn1cc2c(n1)CCCCC2)N1CCCCC1,-3%,3.5%,?,1%,-1%,-1%,1,1%,-5%,9%,-1%[46.1 µM]
